FBW7 activator = human FBW7 E3 ligase activation, primary screen; Q969H0; AlphaScreen FBW7–phospho-cyclin E peptide binding, activator screen; normalized activity (activation), % at 26.1 µM; hit rate 0.13% among 650,000; in the data active = normalized activity above about 1.9%;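 note: purified mutant Fbw7 with reduced substrate affinity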
Target sequence (Q969H0 whole entry, looked up): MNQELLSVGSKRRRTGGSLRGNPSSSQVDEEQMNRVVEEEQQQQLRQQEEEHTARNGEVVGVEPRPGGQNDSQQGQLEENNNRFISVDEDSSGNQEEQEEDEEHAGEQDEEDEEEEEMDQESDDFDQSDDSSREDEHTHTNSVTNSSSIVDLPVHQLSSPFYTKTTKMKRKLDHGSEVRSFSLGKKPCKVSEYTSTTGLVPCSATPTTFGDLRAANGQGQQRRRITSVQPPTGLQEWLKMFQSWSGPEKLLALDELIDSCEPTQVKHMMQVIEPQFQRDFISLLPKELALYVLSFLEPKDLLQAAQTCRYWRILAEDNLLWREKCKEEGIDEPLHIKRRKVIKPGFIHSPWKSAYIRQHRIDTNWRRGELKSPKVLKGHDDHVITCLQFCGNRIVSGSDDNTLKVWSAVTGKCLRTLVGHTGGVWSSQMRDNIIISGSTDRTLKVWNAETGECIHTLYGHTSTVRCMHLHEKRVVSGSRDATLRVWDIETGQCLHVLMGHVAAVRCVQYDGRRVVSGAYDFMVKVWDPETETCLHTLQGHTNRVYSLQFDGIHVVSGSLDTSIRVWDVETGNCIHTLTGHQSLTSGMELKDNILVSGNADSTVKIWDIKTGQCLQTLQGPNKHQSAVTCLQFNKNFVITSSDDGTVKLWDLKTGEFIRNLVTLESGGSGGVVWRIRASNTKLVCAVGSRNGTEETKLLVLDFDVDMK
TEAD-YAP block = TEAD-YAP interaction inhibition. HEK-TIYL cells, TEAD-Gal4/YAP UAS-luciferase luminescence. inhibition, % at 9.12 µM. hit rate 1.4% among 640,000; in the data active = inhibition above about 32%;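 note: 0% = median of test compound wells and 100% = reference inhibitor wells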
MITF primary = inhibitors of human MITF | AlphaScreen MITF homodimerization, bead proximity signal | inhibition, % at 2.6 µM | hit rate 0.91% among 650,000; in the data active = inhibition above about 50%;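 note: 0% = vehicle wells with protein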
GPR151 activ = activates the human receptor GPR151. PathHunter beta-arrestin GPR151 cells, luminescence. activation, % at 11.2 µM. Q8TDV0. hit rate 1% among 650,000; in the data active = activation above about 4.9%;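 note: 0% = median of compound wells and 100% = cells with positive control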
Target sequence (Q8TDV0 whole entry, looked up): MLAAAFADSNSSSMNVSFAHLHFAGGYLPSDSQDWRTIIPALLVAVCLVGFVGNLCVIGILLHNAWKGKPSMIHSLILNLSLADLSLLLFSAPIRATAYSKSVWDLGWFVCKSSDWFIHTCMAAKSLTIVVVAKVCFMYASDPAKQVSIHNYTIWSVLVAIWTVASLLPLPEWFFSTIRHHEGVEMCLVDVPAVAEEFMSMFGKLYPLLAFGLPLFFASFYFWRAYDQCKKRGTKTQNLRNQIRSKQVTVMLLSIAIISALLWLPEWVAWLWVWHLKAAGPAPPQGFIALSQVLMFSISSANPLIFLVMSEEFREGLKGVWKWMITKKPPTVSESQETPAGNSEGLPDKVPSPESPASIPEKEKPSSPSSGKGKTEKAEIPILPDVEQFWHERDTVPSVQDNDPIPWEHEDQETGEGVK
Numbers without * were called inactive.

Values run as follows: GPR151 activ, TEAD-YAP block, FBW7 activator, MITF primary
1. O=C(c1cnn2c1NC(c1ccc(Br)cc1)CC2C(F)(F)F)N1CCOCC1 (centres undefined)
 : 2.1, 2.3, 0.7, 3.4
2. COc1ccccc1N1CCN(S(=O)(=O)c2c(C)nc3sccn3c2=O)CC1
 : -0.3, -10.4, -0.1, 1.3
3. O=C(O)c1cc(N(Cc2ccccc2O)Cc2ccccc2O)ccc1O
 : -1.6, 3.7, -0.1, -5.8
4. COc1cc(C2NC(=O)NC(C)=C2C(=O)Nc2cc(C)ccc2C)ccc1O (centres undefined)
 : 2.3, -0.1, 0.0, 15.5
5. O=C(O)c1ccc(N2C(=O)CC(N3CCN(c4ccc(F)cc4)CC3)C2=O)cc1 (centres undefined)
 : -1.4, 8.9, 0.0, 2.6
6. Cc1nc(Nc2ccc(NC(=O)C(C)Oc3ccccc3)cc2)cc(-n2cccn2)n1 (centres undefined)
 : 0.3, 3.3, 0.1, 3.6
7. CCOC(=O)N1CCc2c(sc(NC(=O)c3ccc(S(=O)(=O)N4CC(C)OC(C)C4)cc3)c2C(N)=O)C1 (centres undefined)
 : 1.1, -0.3, -0.1, -14.3
8. COc1ccc(CN2CCOc3ccc(CN4CCOCC4)cc3C2)c(OC)c1OC
 : 2.3, 9.7, -0.1, 2.7
9. O=[N+]([O-])c1cccc(C2SCCN2S(=O)(=O)c2ccccc2)c1 (centres undefined)
 : 0.8, -4.0, -0.2, -3.0
10. Cc1c(C(=O)Nc2cccc([N+](=O)[O-])c2)sc2ncn(CC(=O)N3CCOCC3)c(=O)c12
 : 0.1, 4.8, -0.1, -2.6
11. O=C(COc1ccccc1)N[C@@H]1c2ccccc2C2(CCN(Cc3ccncc3)CC2)[C@H]1O
 : -1.7, 3.2, 0.0, -3.4
12. COc1ccc(S(=O)(=O)NCC2CCCN(Cc3cccc(SC)c3)C2)cc1 (centres undefined)
 : 0.9, -4.0, 0.1, 14.0
13. COc1cccc(C(=O)Nc2nc(-c3ccc4c(c3)OCCO4)cs2)c1OC
 : -2.1, -10.3, -0.1, 1.3
14. Nc1n[nH]c(=S)n1Cc1ccccc1
 : 1.1, -6.6, 0.0, 5.5
15. Cc1cccc(OCc2nc3ccc(-c4ccnc(N)n4)cc3[nH]2)c1
 : 0.3, 56.9*, 0.2, 6.5
16. COc1cc(C(=O)N/C(=C/c2ccc(F)cc2)C(=O)NC(Cc2ccccc2)C(=O)O)cc(OC)c1OC (centres undefined)
 : 0.1, 2.4, -0.1, 2.8
17. C[C@@H](c1ccccc1)n1c(=O)[nH]c2ncc(-c3cccc(C(N)=O)c3)nc21
 : 0.7, 10.2, -0.5, -15.1
18. COCCN1C(=O)/C(=C\c2ccco2)C(C(=O)OC)=C1C
 : 1.1, 10.5, -0.2, 8.4
19. COc1cccc(NC(=O)c2ccc(NC3CCCC(C)C3C)c([N+](=O)[O-])c2)c1 (centres undefined)
 : 0.7, -12.0, -0.3, 2.3
20. CC(NC(=O)c1ccncc1)C1CCCO1 (centres undefined)
 : 0.0, 3.0, 0.1, -6.7

An excerpt from above with just GPR151 activ.
No.	SMILES	GPR151 activ
5	O=C(O)c1ccc(N2C(=O)CC(N3CCN(c4ccc(F)cc4)CC3)C2=O)cc1 (centres undefined)	-1.4
6	Cc1nc(Nc2ccc(NC(=O)C(C)Oc3ccccc3)cc2)cc(-n2cccn2)n1 (centres undefined)	0.3

Next part:
Values run as follows: GPR151 activ, TEAD-YAP block, FBW7 activator, MITF primary
21. O=C(NCCOc1cccc2cccnc12)c1ccno1
 : 0.4, 6.0, 0.0, 7.1
22. FC(F)(F)C(Oc1nc(Nc2cccc3ccccc23)nc(OC(C(F)(F)F)C(F)(F)F)n1)C(F)(F)F
 : -0.3, 11.3, -0.1, 3.1
23. CC1CCCN(CCCN2C(=O)C3C(C(=O)Nc4ccc(Cl)cc4)C4C=CC3(O4)C2C(=O)NC2CCCC(C)C2C)C1 (centres undefined)
 : 0.6, -6.3, -0.1, -4.6
24. COc1ccc(C2N=C(c3ccc(C)cc3)CC(c3cc(Br)ccc3O)N2)cc1Br (centres undefined)
 : -0.7, 10.3, 0.1, 7.1
25. COc1ccc(OC)c(NC(=O)CSc2nc3ccsc3c(=O)n2Cc2ccccc2)c1
 : 0.0, -18.3, -0.3, 5.1
26. O=C(Cn1nnc2ccccc2c1=O)NCc1ccco1
 : -0.9, 0.1, 0.0, -0.8
27. COc1ccc(NC(=O)C(CC=C(Cl)Cl)C(C)=O)cc1 (centres undefined)
 : -0.2, 6.4, -0.2, -12.9
28. CC(=O)Nc1c(N2CCCCC2)cnn(-c2ccccc2)c1=O
 : -0.3, 8.4, 0.2, -19.3
29. CC1Cc2ccccc2N1C(=S)NC(=O)c1ccco1 (centres undefined)
 : -1.2, 0.3, -0.1, -8.8
30. Fc1ccccc1-c1n[nH]c(=S)n1C1CC1
 : -0.2, -5.9, 0.0, -1.2
31. COc1ccc(NC(=O)CN(c2cc([N+](=O)[O-])ccc2OC)S(C)(=O)=O)cc1Cl
 : -1.0, -13.4, 0.5, -8.9
32. O=C(Nc1cccc(Cl)c1)N1CCN(c2ccc([N+](=O)[O-])cc2)CC1
 : 0.4, 2.0, -0.1, 3.7
33. COc1ccc(CC(=O)N2CCC(O)(c3ccccn3)CC2)cc1
 : -0.9, -1.7, 1.1, -1.9
34. O=C(c1ccc2c(=O)n(Cc3ccc(Cl)cc3)c(=S)[nH]c2c1)N1CC=C(c2ccccc2)CC1
 : -1.7, -1.8, 0.1, 19.7
35. C=CCN1C(=S)N(c2ccc(C)cc2)C2CS(=O)(=O)CC21 (centres undefined)
 : 0.5, -1.6, 0.2, -1.6
36. O=c1onc(-c2ccc(Cl)cc2)n1Cc1ccccc1F
 : 1.7, 8.9, -0.2, -9.4
37. O=C(O)CCNC(=O)/C(=C\c1cccc([N+](=O)[O-])c1)NC(=O)c1ccccc1Cl
 : 0.8, 2.3, 0.0, -4.7
38. Cc1ccc(NC(=O)CN2C(=O)c3cccc4cccc2c34)c(C)c1
 : -0.2, -6.6, -0.1, 1.6
39. COC(=O)C1=C(C(=O)OC)SC2(S1)C(C(=O)OC)=C(C(=O)OC)SC1=C2c2cc(C)ccc2N(Cc2ccccc2)C1(C)C
 : -0.1, -7.3, 0.0, 9.1
40. CC(=O)Nc1ccc(N2C(=O)C3CC=CCC3C2=O)cc1 (centres undefined)
 : 1.4, -6.8, 0.0, -0.2

Among those listed so far, these contain an aryl thioether with sulfur outside any ring.
Values run as follows: GPR151 activ, TEAD-YAP block, FBW7 activator, MITF primary
12. COc1ccc(S(=O)(=O)NCC2CCCN(Cc3cccc(SC)c3)C2)cc1 (centres undefined)
 : 0.9, -4.0, 0.1, 14.0
25. COc1ccc(OC)c(NC(=O)CSc2nc3ccsc3c(=O)n2Cc2ccccc2)c1
 : 0.0, -18.3, -0.3, 5.1

New compounds follow
Values run as follows: GPR151 activ, TEAD-YAP block, FBW7 activator, MITF primary
41. O=C(/C=C/c1ccco1)Nc1ccc(O)c(-c2nc3ccccc3o2)c1
 : 0.1, 5.2, 0.0, 7.6
42. CC(Sc1nc2ccccc2[nH]1)C(=O)Nc1nc2c(s1)CCCC2 (centres undefined)
 : -1.1, -6.9, 0.1, 4.6
43. C=CCn1c(=O)n(CC=C)c(=O)n(Cc2ccc(Cl)cc2)c1=O
 : -0.8, -1.2, -0.1, 2.4
44. Cc1ccc(C)c(NC(=O)CSc2ncc(CO)n2CC(=O)NCc2ccc(F)cc2)c1
 : -0.5, -3.5, 0.0, 1.1
45. O=c1/c(=C/c2cc(Br)cc(Br)c2OCc2ccccc2F)sc2nc3ccccc3n12
 : -1.1, -6.1, -0.1, -1.4
46. O=C(Nc1ccc2oc(-c3cccc(Br)c3)nc2c1)c1ccc2c(c1)OCCO2
 : -0.7, -7.7, 0.0, 6.1
47. CCCCc1ccc(NC(=O)c2cn(C)nn2)cc1
 : -2.3, -50.3, 0.1, -2.8
48. Cc1ccc(Oc2ccc(N(C)C(=O)CC(C)C)cc2)nn1
 : -0.7, 6.6, 0.4, 6.0
49. CC1Nc2ncnn2C(c2ccccc2)C1C(=O)Nc1ccccc1 (centres undefined)
 : -1.7, -10.7, 0.1, -5.0
50. O=C1C(=O)N(CCCn2ccnc2)C(c2ccncc2)/C1=C(/O)c1ccccc1 (centres undefined)
 : -0.1, 5.8, 0.0, -9.0
51. COc1ccc(CCNc2ncnc3nc(NCc4cccnc4)[nH]c23)cc1
 : 3.6, 11.8, 0.2, 5.4
52. O=C(CSc1nnc2c(n1)[nH]c1ccccc12)Nc1ccccn1
 : -0.1, -19.1, -0.3, -0.5
53. CC(C)C(=O)NS(=O)(=O)c1ccc(NC(=O)c2ccco2)cc1
 : 0.8, 9.2, 0.1, 11.8
54. CSc1ncccc1C(=O)OCC(=O)N1CCc2ccccc21
 : -0.4, 3.3, 0.8, 18.9
55. O=C(c1ccc2nc3ccccc3c(=O)n2c1)N1CCN(c2cccc(Cl)c2)CC1
 : -2.0, 1.1, -0.1, -2.4
56. COC(=O)c1cc(CNC(=O)CC(C)(C)C)cc(NC(=O)Cc2ccsc2)c1
 : 0.0, -3.7, -0.1, 7.0
57. Cc1cc(Nc2ccc(Cl)cc2)nc(-n2nc(C)cc2C)n1
 : 0.8, 46.8*, 0.4, 4.4
58. CC(=O)NCCn1c(SCC(=O)NC2CCCCC2)nc2ccccc2c1=O
 : -1.0, -2.9, -0.2, -11.9
59. C=CCOc1ccc(C2CC(C)=NN2c2ccccc2)cc1 (centres undefined)
 : 0.7, -4.6, 0.0, 18.6
60. Cc1cccc(Cn2nnc3ccccc32)c1
 : 0.2, -12.2, 0.1, 1.7

Along the list, as entered above.
Compounds 51–59 in TEAD-YAP block: 11.8, -19.1, 9.2, 3.3, 1.1, -3.7, 46.8*, -2.9, -4.6

Remaining list, next part:
Values run as follows: GPR151 activ, TEAD-YAP block, FBW7 activator, MITF primary
61. O=C(CNC(=O)c1ccco1)Nc1ccc(Cl)cc1
 : -0.4, -44.3, 0.1, -7.0
62. NC(=O)c1cc(NC(=O)c2ccccc2Cl)c(Cl)cc1Cl
 : 1.5, -3.9, 0.1, -16.3
63. CCN(CC)CCN(CC)C(=O)CCc1nnc(-c2cc(C)on2)o1
 : 2.4, 0.7, 0.0, -7.6
64. COC(=O)C1=C(C(=O)OC)SC(=C2C(=S)C(C)(C)N(C(=O)CC(C)C)c3ccc(C)cc32)S1
 : -0.4, -7.9, -0.4, 26.5
65. O=C(O)C1CCCCC1C(=O)NCc1ccc(F)cc1 (centres undefined)
 : -1.3, 1.4, -0.1, 3.3
66. CC(C)n1c(N2CCN(Cc3ccc4c(c3)OCO4)CC2)nc2c(Nc3ccc(N4CCOCC4)cc3)ncnc21
 : 2.7, 11.3, 0.0, 12.0
67. O=C(NC1CCCc2ccccc21)c1cc([N+](=O)[O-])ccc1N1CCOCC1 (centres undefined)
 : -1.2, -13.4, -0.1, -9.9
68. CCOc1cc(Cl)cc(/C=N/NC(=O)c2ccc3c(c2)OCO3)c1O
 : 1.1, -2.4, 0.2, 3.5
69. COc1cc(C(=O)NC(=S)Nc2ccc(Cc3ccncc3)cc2)cc(OC)c1OC
 : -0.5, 4.4, -0.1, -5.9
70. O=C(Cc1ccc(F)cc1Cl)N1CCC(O)(c2ccccn2)CC1
 : -0.1, 7.3, 0.0, 2.3

Another view of some results above:
65	O=C(O)C1CCCCC1C(=O)NCc1ccc(F)cc1 (centres undefined)
66	CC(C)n1c(N2CCN(Cc3ccc4c(c3)OCO4)CC2)nc2c(Nc3ccc(N4CCOCC4)cc3)ncnc21

assay / compound | 65 | 66
GPR151 activ | -1.3 | 2.7
TEAD-YAP block | 1.4 | 11.3
FBW7 activator | -0.1 | 0.0
MITF primary | 3.3 | 12.0

(listing goes on)
Values run as follows: GPR151 activ, TEAD-YAP block, FBW7 activator, MITF primary
71. Cc1noc(C)c1-c1nc(NC2CC2)c2ncn(CCN3CCCC3=O)c2n1
 : 3.1, 1.5, 0.0, 1.1
72. CC1=C(C(=O)OCC(C)C)C(c2ccc(F)c(Br)c2)NC(=O)N1 (centres undefined)
 : 0.9, -8.5, -0.1, 7.0
73. CCOC(=O)c1ccc(NC(=O)NNC(=O)COc2ccc3c(c2)OCO3)cc1
 : -0.6, 9.7, 0.0, 11.1
74. O=C(Nc1cc(Cl)ccc1Cl)c1cc2nc(-c3cccs3)cc(C(F)(F)F)n2n1
 : -0.3, 8.2, 0.1, -0.5
75. O=C(CSc1nc2ccccc2n1CC(=O)N1CCCC1)NCc1ccccc1
 : 0.2, -3.5, 0.2, -11.3
76. OCC1CCCN1c1cc(NC2CC2)ncn1 (centres undefined)
 : -1.4, -3.0, 1.8, 11.2
77. Cc1nn(-c2ccccc2)cc1/C=N/NS(=O)(=O)c1ccccc1
 : 0.1, -3.6, 0.1, 14.8
78. CCOc1ccccc1NC(=O)c1ccc(NC(C)=O)cc1
 : 2.1, 5.4, 0.0, 19.8
79. Cc1ccccc1CN1CCC(C2(Cc3ccccc3F)NC(=O)NC2=O)CC1 (centres undefined)
 : 1.8, 2.5, 0.0, -8.5
80. c1ccc(CSc2ncnc3nc[nH]c23)cc1
 : 1.5, -3.6, -0.1, 13.7
81. O=c1oc2ccccc2c(NCCc2ccccc2)c1CN1CCCC1
 : -0.3, -7.8, 0.3, 17.0
82. O=C(Cn1ncc2c1-c1ccccc1OC2)N1CCN(Cc2ccccc2)CC1
 : -0.1, 2.4, 0.0, -1.5
83. O=C(Nc1cccc(Br)c1)c1ccc2nccnc2c1
 : 0.3, -25.0, 0.0, 6.0
84. N#C/C(=C\c1ccccc1Cl)C(=O)Nc1cc([N+](=O)[O-])ccc1F
 : 0.9, 3.5, -0.1, 9.9
85. O=C(Oc1ccc(OC(=O)c2cccc(S(=O)(=O)N3CCOCC3)c2)cc1)c1cccc(S(=O)(=O)N2CCOCC2)c1
 : 0.6, -7.4, 0.1, 16.4
